# CAL PDZ FP-1 – blocks peptide binding to the human CAL PDZ domain; 300,000 tested, 0.92% active; Q9HD26; purified CAL PDZ, TMR-peptide fluorescence polarization, 1 h; inhibition, % at 24.9 µM; AID 602252;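 active = mean inhibition of at least 30% with at least half of replicates also reaching 30%; inconclusive = no clear call, values can overlap the other calls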;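 note: 0% = DMSO neutral control and 100% = excess unlabeled competitor peptide PRC23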
# MITF act – MITF TRPM1 promoter activation in melanoma cells | SK-MEL-5 TRPM1-promoter luciferase, 24 h; % of positive control, neutral wells = 0 | activation, % at 12.5 µM | 300,000 tested, 0.75% active | AID 588334;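 active = mean activation of at least 80% with every replicate also reaching 80%; inconclusive = mean reaches 80% but some replicate falls short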;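 note: 0% = neutral control wells and 100% = parthenolide positive control wells; values of inactives mirror those of a sister screen read the other way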
# Wnt act – activators of Wnt/beta-catenin signaling; Wnt/beta-catenin reporter cell assay, activator, plate reader; activation, % at 9.35 µM; 300,000 tested, 1.2% active; AID 743398; in the data active = activation above about 30%, passing the limit was not always enough; inconclusive = no clear call, values can overlap the other calls;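 note: 0% = neutral control wells and 100% = positive control wells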
# SR-BI HDL uptake – mouse SR-BI HDL lipid transfer inhibition. Q61009. ldlA[mSR-BI] CHO cells, DiI-HDL uptake fluorescence, 3 h. inhibition, % at 12.5 µM. 320,000 tested, 0.96% active. AID 488896;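 active = mean replicate inhibition of at least 70% and a set share of replicates each scoring 70 or more; inconclusive = meets just one of the two criteria; inactive = fails both criteria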;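 note: 0% = median of neutral control wells and 100% = median of positive control wells; values of inactives mirror those of a sister screen read the other way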
# Target sequence (Q61009 whole entry, looked up): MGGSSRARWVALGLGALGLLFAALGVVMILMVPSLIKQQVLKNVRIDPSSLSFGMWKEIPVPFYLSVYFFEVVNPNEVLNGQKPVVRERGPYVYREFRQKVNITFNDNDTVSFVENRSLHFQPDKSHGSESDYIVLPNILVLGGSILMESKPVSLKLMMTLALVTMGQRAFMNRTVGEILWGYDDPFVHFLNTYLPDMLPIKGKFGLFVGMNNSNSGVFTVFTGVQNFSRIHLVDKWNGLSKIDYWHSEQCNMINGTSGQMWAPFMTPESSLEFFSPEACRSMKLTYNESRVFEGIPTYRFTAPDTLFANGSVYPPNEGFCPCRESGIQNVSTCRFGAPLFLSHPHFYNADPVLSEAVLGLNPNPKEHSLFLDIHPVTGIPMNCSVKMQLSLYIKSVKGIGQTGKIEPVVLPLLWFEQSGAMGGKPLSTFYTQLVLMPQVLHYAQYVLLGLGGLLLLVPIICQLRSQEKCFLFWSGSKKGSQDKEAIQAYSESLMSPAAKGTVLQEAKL
# E coli growth – reduces bacterial viability in AddAB counter-screen. E. coli V3065 growth, OD600 absorbance, 18 h. inhibition, % at 11.9 µM. 330,000 tested, 0.27% active. AID 449728;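 active = inhibition above the campaign's mean inhibition across all tested compounds plus 3 SD, cut at about 9.9% in these data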;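 note: uninfected addAB+ strain grown without phage in ampicillin broth; 0% = DMSO wells and 100% = ciprofloxacin 0.95 µg/ml wells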
# Tat transport – E. coli Tat transport inhibition; inhibition, % at 10 µM; AID 488895; 340,000 tested, 0.036% active; E. coli MC4100 TorA-mCherry Tat export, fluorescence;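 active = mean replicate inhibition at least 50% and at least half of replicates individually reaching 50%; inconclusive = only one of the two criteria met; inactive = neither criterion met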;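 note: exported cargo escapes ClpAP degradation while cytoplasmic cargo is degraded and loses fluorescence; 0% = median of neutral control wells and 100% = median of NaSCN control wells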
# phage Ecoli inh – E. coli growth loss with phage present; growth absorbance; inhibition, % at 11.9 µM; 360,000 tested, 0.26% active; AID 651602; in the data active = inhibition above about 11%
# AddAB inh – less growth of phage-infected E. coli with AddAB | E. coli expressing H. pylori AddAB, absorbance growth | inhibition, % at 11.9 µM | 330,000 tested, 0.29% active | AID 435030; in the data active = inhibition above about 12%;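 note: 0% = vehicle wells of infected cells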
# CAL PDZ FP-2 – human CAL PDZ-peptide interaction inhibition; Q9HD26; purified CAL PDZ, TMR-peptide fluorescence polarization, 1 h; inhibition, % at 20 µM; 330,000 tested, 0.02% active; AID 504414;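 active = highest replicate inhibition of at least 40%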;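 note: plate controls were DMSO neutral control wells for no effect and unlabeled competitor peptide control wells for full effect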
#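 Read-out basis: mP drop reported as inhibition | Assay system: Tagged CAL PDZ protein CerCALP, purified | Benchmarks: Unlabelled peptide for full inhibition, DMSO wells as neutral | Schedule: 1 h incubation at room temperature before polarization reading | Buffer or medium: Sodium phosphate/NaCl buffer pH 7.4 with TCEP, IgG, Thesit | Doses: Single point, 20 µM | Measured by: Fluorescence polarization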
# SR-BI DiI-HDL act – SR-BI HDL lipid transfer activation; CHO ldlA[mSR-BI] cells, DiI-HDL uptake fluorescence, 3 h; 100 = double the neutral-control signal; activation, % at 12.5 µM; 320,000 tested, 0.096% active;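 active = mean replicate activation of at least 60% and every replicate at or above 60%; inconclusive = mean or all-replicate condition met, but not both; inactive = mean below 60% and not all replicates reaching 60%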;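 note: 0% = median plate neutral-control signal and 100% = twice that signal; values of inactives mirror those of a sister screen read the other way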
#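 System: CHO ldlA[mSR-BI] cells / Medium: HEPES-buffered (25 mM, pH 7.4) F12 plus 0.5% BSA / Probe or stimulus: labelled HDL, 10 µg/mL / Doses: single compound concentration, delivered by pin transfer / Schedule: 3 h, 37 °C / Measured by: DiI fluorescence, bottom read / Measure: cell-associated DiI fluorescence as measure of HDL uptake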
# An asterisk follows results filed as active; ? = inconclusive; nt = not tested or not shown.
SMILES,CAL PDZ FP-1,MITF act,Wnt act,SR-BI HDL uptake,E coli growth,Tat transport,phage Ecoli inh,AddAB inh,CAL PDZ FP-2,SR-BI DiI-HDL act
ClCC(CNCc1ccccc1)c1ccccc1 (centres undefined),1,-17,-3,5,nt,-9,2.4,nt,-0.5,-5
Cc1ccc(CC(=O)Nc2nncs2)cc1,6,nt,4,-56,-0.1,1,1.6,2.5,-3.9,56
S=c1[nH]nc(-c2ccccn2)n1/N=C/c1ccc(-c2ccccc2Cl)o1,-4,-2,0,-20,1.4,2,1.1,-0.8,-1.2,20
O=[N+]([O-])c1cccc(/C=N/n2cnnc2)c1O,-2,-14,nt,-1,2.5,5,2.8,2.5,0.3,1
CC(=O)c1ccc(N2CCN(C(=O)C3CCCN3S(=O)(=O)c3cccc4nsnc34)CC2)cc1 (centres undefined),4,-2,-1,5,1.9,2,-1.1,-0.6,-3.1,-5
O=c1ccccn1CCOc1ccccc1Cl,-4,18,nt,0,2.6,2,3.0,3.3,0.1,0
COc1cccc(OCC(O)CN2CCN(C)CC2)c1 (centres undefined),14,12,3,-18,-1.5,2,-1.7,1.9,-0.8,18
COc1ccc(NC(=O)CN(C)S(=O)(=O)c2cnc[nH]2)cc1,-3,1,0,-18,-0.8,9,1.6,2.0,-2.1,18
Cc1ccc(C(=O)Nc2cccc(C(=O)NC3CCCCC3)c2)cc1,5,-3,2,64,0.9,-2,2.1,0.1,-1.5,-64
Cc1cccc(NC(=O)Cn2nc(C(F)(F)F)cc2C2CC2)c1,nt,4,0,11,-2.2,-2,nt,-1.0,-0.2,-11
CCOc1ccc(C(O)c2nccn2Cc2ccccc2)cc1 (centres undefined),-2,5,nt,10,0.3,12,1.0,-1.3,0.3,-10
O=C(O)c1cc(S(=O)(=O)N2CCCCC2)ccc1Cl,7,-2,0,-24,-1.5,-1,0.9,1.0,-0.4,24
COc1c(/C=N/NS(=O)(=O)c2ccc(C)cc2)c(CCN(C)C(C)=O)cc2c1OCO2,-3,-8,4,-17,0.4,-5,4.8,-0.4,1.0,17
O=C1c2cccc3cccc(c23)C(=O)N1c1ccccc1Cl,-3,nt,0,-224,-1.6,2,0.9,0.5,-1.2,?
O=C(c1ccccc1)N1CCN(S(=O)(=O)c2ccccc2)CC1,0,7,1,nt,0.3,-6,-0.1,-0.2,-2.0,nt
CC(C)(C)C(=O)Nc1ccc(C(=O)N/N=C/c2ccccc2OC(=O)c2ccc(Cl)cc2)cc1,-3,-14,nt,97*,-0.3,2,0.7,-0.4,-4.0,-97
O=C(c1ccccc1NS(=O)(=O)c1ccc(F)cc1)N1CCCC1,0,3,nt,-19,-0.9,-8,1.2,0.7,nt,19
CCOC(=O)C(=CNc1cccc(C)n1)C(=O)OCC,-2,0,nt,8,0.7,1,-4.0,-0.1,-3.1,-8
COc1ccc(Cc2nnc(NC(=O)c3cccs3)s2)cc1,1,15,nt,-3,2.5,13,2.2,0.6,-1.2,3
COc1ccc(-c2nnc3cccc(Cl)n23)c(OC)c1,-8,-10,-3,-3,-0.5,-7,2.8,3.8,0.3,3
COc1ccc(CCN(C)C(=O)c2ccc(S(=O)(=O)NCc3ccco3)cc2)cc1OC,13,-17,nt,-8,2.9,-3,0.3,6.4,0.3,8
COC(=O)C(Cc1ccc(O)cc1)NC(=O)c1ccccc1OC (centres undefined),9,2,nt,-16,1.9,-5,-0.6,0.9,0.8,16
COc1ccc(NC(=O)CSC2=NC(=O)CC(C)=N2)cc1,2,1,nt,-23,1.1,-1,-0.1,2.4,0.3,23
C=CCn1c(SCC(=O)N(CC)C2CCS(=O)(=O)C2)nc2ccccc2c1=O (centres undefined),-4,-7,0,nt,0.6,7,-2.5,-0.7,0.0,nt
COc1ccccc1CN1CCNC(=O)C1CC(=O)N(C)Cc1nc(C)cs1 (centres undefined),nt,-8,-1,-6,-0.1,4,-0.1,2.5,0.3,6
Cc1cc(C)cc(NC(=O)c2sc3nc(C)cc(C)c3c2N)c1,2,63,11,67,-0.3,-4,0.8,0.8,-0.3,-67
COc1ccc(OC)c(C(=O)C2COC(=O)C2)c1 (centres undefined),-5,-9,-3,4,1.7,7,2.0,-1.8,-1.2,-4
NC(=O)c1cc(S(=O)(=O)NCCCc2ccco2)cs1,-1,-9,-1,-14,-0.2,3,4.6,2.1,-2.4,14
CCN1CCN(/C=N/c2nc(C)cs2)CC1,0,62,9,-2,1.2,-2,2.0,1.3,-0.1,2
CCc1ccccc1Nc1nc(N)nc(COC(=O)c2cccn2C)n1,-4,32,-6,0,2.2,-6,4.6,1.6,-0.6,0

# Fetched by structure from the list above:
SMILES,CAL PDZ FP-1,MITF act,Wnt act,SR-BI HDL uptake,E coli growth,Tat transport,phage Ecoli inh,AddAB inh,CAL PDZ FP-2,SR-BI DiI-HDL act
O=C(c1ccccc1NS(=O)(=O)c1ccc(F)cc1)N1CCCC1,0,3,nt,-19,-0.9,-8,1.2,0.7,nt,19
COc1ccc(CCN(C)C(=O)c2ccc(S(=O)(=O)NCc3ccco3)cc2)cc1OC,13,-17,nt,-8,2.9,-3,0.3,6.4,0.3,8

# The list goes on.
SMILES,CAL PDZ FP-1,MITF act,Wnt act,SR-BI HDL uptake,E coli growth,Tat transport,phage Ecoli inh,AddAB inh,CAL PDZ FP-2,SR-BI DiI-HDL act
O=C(CSc1ccc2ccccc2c1)NCCc1ccc(O)c(O)c1,10,3,-11,-3,1.2,2,1.4,5.4,-0.7,3
O=C(NCc1ccc2c(c1)OCO2)C(=O)NCC1OCCCN1S(=O)(=O)c1cc(F)ccc1F (centres undefined),8,-5,25,10,-1.9,1,1.5,-0.4,-0.5,-10
CN1CC2(Cc3c1ccc1ccccc31)C(=O)OC(C)(C)OC2=O,-3,nt,7,7,-1.5,-7,1.0,-0.8,-1.0,-7
Cc1ccc(C)c(NC(=S)NCCN2CCOCC2)c1,-1,4,nt,-15,-1.7,-8,2.6,-0.4,-3.2,15
Cc1nc2scc(C)n2c(=O)c1S(=O)(=O)NCc1ccccc1,-1,2,0,0,1.3,-1,0.5,3.8,-2.2,0
COc1ccc([N+](=O)[O-])cc1NC(C)C,-4,-5,-2,7,1.8,2,5.4,0.5,-2.2,-7
COCCN1C(=O)c2ccccc2C(C(=O)Nc2ccc3c(c2)OCCO3)C1c1ccc(F)cc1 (centres undefined),?,nt,-6,8,-2.4,0,-0.6,1.3,-2.8,-8
c1ccc(C(c2ccccc2)c2ccn[nH]2)cc1,-1,22,2,-4,3.3,4,0.2,-0.3,-1.8,4
O=C(O)CCC(NC(=O)OCc1ccccc1)C(=O)O (centres undefined),-3,4,nt,-3,-1.5,6,3.7,-1.1,-0.9,3
c1cn(CCCNC2CCCCCCC2)cn1,0,nt,-1,-32,1.0,1,0.8,5.5,1.1,32
O=C(Nc1ccccc1)c1ccc(NCc2ccco2)c(S(=O)(=O)N2CCOCC2)c1,-5,nt,9,33,1.6,2,0.5,2.2,nt,-33
CN1CCN(NS(=O)(=O)c2ccc(Cl)s2)CC1,-11,2,0,-12,2.5,5,0.9,0.9,-3.7,12
CCCCOc1ccc(C(=O)NCC(=O)NNC(=O)c2ccco2)cc1,nt,-3,-3,-15,0.5,8,2.2,-0.4,0.1,15
COc1cccc(N/C(SCc2cccc([N+](=O)[O-])c2)=C(/C#N)C(N)=O)c1,-5,-9,-2,21,-0.7,8,-5.2,-1.6,-1.5,-21
Cc1ccccc1NC(=O)Cc1nc(-c2c[nH]c(C(=O)N3CCCC3)c2)cs1,-5,-53,27,63,-3.0,0,1.9,-1.8,-0.6,-63
CCOC(=O)c1cc(C#N)c(NCc2ccccc2)nc1C,-4,4,nt,16,1.3,17,1.8,0.7,nt,-16
CC(C)=CCN1CCN(CCCn2cccn2)CC1CCO (centres undefined),-1,12,2,-17,1.3,4,3.1,0.0,-2.0,17
CCc1ccc(OCC(=O)O/N=C(\N)c2cccnc2)cc1,nt,nt,20,nt,-1.4,nt,-0.7,0.1,nt,nt
COc1ccc(/C(C)=N/NC(=O)c2nc(C)cc(C)n2)cc1,-3,40,-1,-10,-2.5,-4,1.4,2.2,-0.4,10
CC(C)(C)Cc1nnc(NC(=O)c2cc(-c3ccccc3)nc3ccccc23)s1,-2,-2,-4,15,-3.0,1,2.9,-0.6,-0.7,-15
Cc1ccc(C(=O)N2CCN(CCNC(=O)C(=O)Nc3ccc(Cl)cc3)CC2)cc1,-6,-10,-2,69,nt,-3,0.5,nt,-1.4,-69
CC1CSc2nc3sc4c(c3c(=O)n21)CCCC4 (centres undefined),-4,29,nt,10,0.6,4,0.6,4.1,-1.6,-10
O=S1(=O)N=C(Nc2nncs2)c2ccccc21,nt,-7,nt,-24,-1.7,0,3.1,-0.9,-1.9,24
Cc1cc(C)nc(Sc2ccc([N+](=O)[O-])cc2[N+](=O)[O-])n1,3,-29,nt,-19,-0.9,-4,2.4,0.7,-0.9,19
COc1ccc(/C(C)=N/N=C2/NC(=O)CC(C(=O)O)S2)cc1F (centres undefined),-4,10,0,nt,0.5,0,0.0,2.0,-3.2,nt
COc1ccc(/C(O)=C2\C(=O)C(=O)N(CCN3CCOCC3)C2c2ccccc2OC)cc1 (centres undefined),-2,0,-3,-12,nt,0,3.6,nt,-0.5,12
Cc1ccc(-c2cc(Cc3ccccc3)c(=O)[nH]n2)cc1,-1,nt,-2,-8,0.0,-2,1.3,5.7,-1.4,8
CCOc1cccc(-c2nnc3sc(COc4ccccc4)nn23)c1,-2,nt,nt,-5,1.6,0,3.7,1.6,-5.5,5
CCC(CO)NCc1ccc(-c2ccccc2)cc1 (centres undefined),0,20,-1,-28,-1.4,-3,4.8,0.9,-0.6,28
O=C(NNC(=O)C1CC1)c1ccccc1[N+](=O)[O-],-1,1,0,4,nt,-2,0.5,nt,-3.5,-4
CCOC(=O)NC(c1ccc(C(C)C)cc1)C(Cl)(Cl)Cl (centres undefined),-2,-1,0,-33,1.1,-6,-0.4,4.4,-0.6,33
O=C(CN1CCc2ccccc2C1)Nc1ccc(F)cc1F,-2,1,0,4,-0.4,10,2.7,0.3,-0.4,-4
CC(C#N)(NC(=O)COC(=O)c1ccccc1NCCO)C1CC1 (centres undefined),-8,-4,1,-14,2.0,-7,4.0,-0.3,-3.9,14
CC(C)C(NC(=O)C12CC3CC(CC(C3)C1)C2)C(=O)O (centres undefined),2,nt,nt,-5,2.0,2,1.7,2.5,-0.3,5
Cc1cc(C)cc(OCC(=O)NCCN2CCOCC2)c1,-1,-12,nt,-2,1.8,-7,1.8,1.8,-1.0,2
c1ccc(-c2ccc(CNC3CC3)cc2)cc1,-4,20,0,-2,nt,-2,-0.2,nt,-0.5,2
CCOC(=O)C1(CCSC)NC(c2ccco2)C2C(=O)N(CC)C(=O)C21 (centres undefined),-3,7,-7,-22,-1.4,2,3.1,0.2,0.1,22

# Rows are unselected; overall some 3.6% were active at least once.
